NF-kB expr up = activators of NF-kB expression in neurons, primary screen, cell-based, HTS; human neuronal cells, NF-kB reporter expression; hits give high values; fold change at 12.5 µM; hit rate 1.6% among 190,000; in the data active = fold change above about 3.3
TNAP inh noacc = human TNAP enzyme inhibitors, primary screen, biochemical, luminescent, no phosphate acceptor, uHTS | Alkaline phosphatase, tissue-nonspecific isozyme (Homo sapiens), P05186 | purified TNAP, CDP-star luminescence, 30 min | inhibition, % at 20 µM | hit rate 0.26% among 200,000 | AID 1012, 2008;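 active = tissue-nonspecific alkaline phosphatase inhibition above about 50% at 20 µM in the single-dose screen, limit read from the data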;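 also: 0% = DMSO negative control and 100% = EDTA positive control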
TNAP inh hi DEA = human TNAP enzyme inhibitors, primary screen, biochemical, luminescent, high phosphate acceptor level, uHTS | Alkaline phosphatase, tissue-nonspecific isozyme (Homo sapiens), P05186 | purified TNAP, CDP-star luminescence, 1 M DEA | inhibition, % at 20 µM | hit rate 0.03% among 200,000 | AID 1135, 2008;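 active = over 50% inhibition of tissue-nonspecific alkaline phosphatase at 20 µM in the single-dose screen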;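 also: plate controls were DMSO wells for no effect and EDTA-quenched wells as full inhibition for full effect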
APP 5'UTR act = activators of APP 5'UTR luciferase reporter, primary screen, SH-SY5Y cells; SH-SY5Y APP 5'UTR luciferase reporter, luminescence; zero percent = DMSO vehicle wells; activation, % at 2 µM; hit rate 1% among 190,000; AID 1276, 2008;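 active = activation above a set limit, based on mean plus 3 SD of controls, cut at about 140% in these data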; also: values of inactives mirror those of a sister screen read the other way
FLuc act counter = FLuc activators, initial screening, artefact control for FLuc-dependent activation tests, biochemical, ATPlite luminescence | Luciferin 4-monooxygenase (Photinus pyralis), P08659 | ATPlite luciferase biochemical, 10 min; 0 = ATP-free wells, 1 = DMSO control | activation factor at 10 µM | 200,000 tested, under 10 active | AID 1027, 2008;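 active = luciferase activation factor, scaled between plate controls, of at least 2 with compound at 10 µM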
Target sequence (P08659 whole entry, looked up): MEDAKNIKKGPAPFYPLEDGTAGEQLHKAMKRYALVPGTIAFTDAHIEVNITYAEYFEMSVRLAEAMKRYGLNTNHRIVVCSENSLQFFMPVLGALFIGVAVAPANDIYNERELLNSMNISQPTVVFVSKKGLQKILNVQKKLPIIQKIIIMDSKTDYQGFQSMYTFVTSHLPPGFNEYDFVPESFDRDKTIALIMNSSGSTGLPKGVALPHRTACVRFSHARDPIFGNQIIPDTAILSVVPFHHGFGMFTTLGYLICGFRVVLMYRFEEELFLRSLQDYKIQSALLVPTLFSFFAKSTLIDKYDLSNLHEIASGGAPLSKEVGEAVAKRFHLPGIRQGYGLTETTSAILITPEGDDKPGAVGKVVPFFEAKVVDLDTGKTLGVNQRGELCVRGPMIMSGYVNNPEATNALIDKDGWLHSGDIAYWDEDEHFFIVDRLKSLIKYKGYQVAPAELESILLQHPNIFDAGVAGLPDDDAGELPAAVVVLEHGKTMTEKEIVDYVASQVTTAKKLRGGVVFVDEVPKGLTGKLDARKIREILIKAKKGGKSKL
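System: cell-free luciferase reagent; medium: PBS as buffer for the ATP substrate; doses: test compounds dosed from 2 mM stocks in 100% DMSO; incubation: 10 min, room temperature; measured by: luminescence from luciferase reaction; read-out: luciferase activation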
bIAP activator = bovine intestinal alkaline phosphatase activators, primary screen, biochemical, bovine IAP, CDP-star luminescence | hit rate 0.17% among 200,000 | purified bovine IAP, 30 min; hits give high values; fold of DMSO-control signal, blank-subtracted | activation factor at 20 µM | AID 1016, 2008;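 active = activation factor of 2 or more at 20 µM, a signal rise over negative controls twice the positive control's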
PMI act = activators of human PMI, primary screen, biochemical, fluorescence intensity, near-Km mannose 6-phosphate | Mannose-6-phosphate isomerase (Homo sapiens), P34949 | purified human PMI, coupled resazurin fluorescence, 20 min; hits give high values; 1 = vehicle control, 0 substrate-free wells | activation factor at 20 µM | hit rate 0.005% among 190,000 | AID 1214, 2008;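 active = activation factor of 2 or more at 20 µM, relative to plate controls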
Target sequence (P34949 whole entry, looked up): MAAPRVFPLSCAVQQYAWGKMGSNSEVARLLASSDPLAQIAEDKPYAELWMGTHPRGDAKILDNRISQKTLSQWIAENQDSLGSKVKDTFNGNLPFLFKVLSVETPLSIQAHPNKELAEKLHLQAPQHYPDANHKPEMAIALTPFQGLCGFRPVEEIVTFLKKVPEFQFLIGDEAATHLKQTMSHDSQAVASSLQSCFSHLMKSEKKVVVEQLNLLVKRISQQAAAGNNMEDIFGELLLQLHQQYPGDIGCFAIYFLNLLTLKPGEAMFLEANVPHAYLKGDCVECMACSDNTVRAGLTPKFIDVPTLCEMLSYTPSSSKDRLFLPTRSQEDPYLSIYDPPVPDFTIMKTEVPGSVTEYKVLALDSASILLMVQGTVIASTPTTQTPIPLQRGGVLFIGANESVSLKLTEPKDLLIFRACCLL
PMI act hi M6P = human PMI activators, high substrate, primary screen, biochemical, fluorescence intensity, near-saturating mannose 6-phosphate; Mannose-6-phosphate isomerase (Homo sapiens), P34949; activation factor at 20 µM; hit rate 0.34% among 190,000; AID 1216, 2008; coupled PMI enzyme assay, resazurin fluorescence, 20 min; hits give high values; 1 = untreated enzyme, 0 = substrate-free blank;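 active = activation factor of 2 or more at 20 µM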
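test system = human PMI in coupled enzyme assay | medium = HEPES-buffered pH 7.4 with magnesium and detergent | also added = 1.0 mM mannose-6-phosphate substrate with 0.22 mM NADP+ | compound = 20 µM single dose | times = 20 min incubation at room temperature | measured by = resorufin fluorescence (Ex 544/Em 590 nm) from resazurin via diaphorase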
FLuc inhib CS = firefly luciferase enzyme inhibitors, primary screen, artefact control for luciferase-based inhibitor screens, biochemical, luminescence, ATPLite | 10 min | Luciferin 4-monooxygenase (Photinus pyralis), P08659 | inhibition, % at 10 µM | hit rate 1.5% among 200,000;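 active = inhibition above about 50% when tested at 10 µM, limit read from the data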
TNAP act hiacc = TNAP activators at high phosphate acceptor level, primary screen, biochemical, luminescence, uHTS | Alkaline phosphatase, tissue-nonspecific isozyme (Homo sapiens), P05186 | purified TNAP, CDP-star luminescence, 1 M DEA, 30 min; hits give high values; 0 = EDTA background, 1 = DMSO-only activity | activation factor at 20 µM | 200,000 tested, under 10 active | AID 1136, 2008;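 active = activation factor at least 2 at 20 µM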
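Test system – human TNAP · Doses – 20 µM single point · Incubation – 30 min, room temperature · Signal – luminescent substrate turnover signal · Read-out basis – activation factor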
Numbers without * were called inactive; nt = not tested or not shown.

SMILES	NF-kB expr up	TNAP inh noacc	TNAP inh hi DEA	APP 5'UTR act	FLuc act counter	bIAP activator	PMI act	PMI act hi M6P	FLuc inhib CS	TNAP act hiacc
COc1cccc2cc(C(C)N(CCCN3CCOCC3)C(=S)Nc3ccccc3C)oc12 (stereo not given)	1.1	-8	-5	12	1.1	1.2	1	1	-7	1.1
O=C(c1ccc(COc2c(F)c(F)cc(F)c2F)o1)N1CCN(c2ccccc2)CC1	1.4	-2	1	-13	1	1	0.9	0.9	-1	1
COc1ccccc1C(=O)OCCNC(=O)Cn1cnc2c1c(=O)n(C)c(=O)n2C	1.3	-13	-5	1	1.1	1	1.1	1.1	-7	1.1
FC(F)(F)c1cccc(-c2ccc(-c3csnn3)o2)c1	1.4	-11	-5	12	1	0.7	1	1	2	1
CCOC(=O)NC(Nc1ccc(OC)cc1)(C(F)(F)F)C(F)(F)F	1.1	16	-3	-3	1	1.3	1	0.7	-2	1
Cc1cnc(NC(=O)C(C)N2CCN(C)CC2)s1 (stereo not given)	0.91	-4	-2	-8	1.1	1.1	1	1	-6	1
O=S(=O)(c1ccc(Cl)cc1)N1CCN=C1SCc1cccnc1	1	-6	-3	-9	1	1	0.9	1	-4	1
O=C(Nc1ccc(S(=O)(=O)Nc2ccc(Cl)cc2)cc1)C1CCCO1 (stereo not given)	0.71	-13	-5	-6	1.1	0.8	0.9	1	-6	1
CCOc1ccc(C(=O)C(CCC(CN(C)C)C(=O)c2ccc(OCC)cc2)CN(C)C)cc1 (stereo not given)	0.12	-12	0	-92	1	0.8	1	0.9	-4	1
COc1cc(OC)c(NC(=O)Cn2cccc2)cc1Cl	1.6	-8	0	12	1	1	1	0.9	0	1
CC1CCC(NC(=O)c2ccc(CS(=O)(=O)Cc3ccccc3F)o2)CC1 (stereo not given)	0.89	0	-3	-3	1.1	1	0.9	0.9	-8	1
Cc1ccc(OCCC(=O)Nc2ccc(F)c(Cl)c2)cc1	0.99	-74	-5	-6	1.2	0.9	0.9	1.1	-19	1.1
COc1ccc(CCN2C(=O)C3C4C=CC(C4)C3C2=O)cc1OC (stereo not given)	1.2	-10	-7	12	1	0.9	0.9	0.9	-3	1.1
CC1(C)Cc2c(sc3c2c(=N)n(Cc2ccco2)c(=O)n3Cc2ccc(Cl)cc2)CO1	0.51	-7	-8	20	1.1	1	0.9	0.9	-6	1.1
CCCC(=O)N(c1ccc(C(=O)O)cc1)c1nc(-c2ccccc2)c(C)s1	nt	-4	-5	0	1	1	0.9	0.9	-4	1.1
CCS(=O)(=O)N1CCC(C(=O)NCc2ccccn2)CC1	1.1	-6	-4	-2	1.1	1	1	1	-11	1
COc1ccc(CC2S/C(=N/N=C/c3ccc(O)cc3)NC2=O)cc1 (stereo not given)	1.2	-1	-4	4	0.7	1.2	0.9	0.9	28	1
COC(=O)c1ccc(NC(=O)C2CCCCC2C(=O)O)cc1 (stereo not given)	1	-2	-4	8	1.1	1	1.1	1.1	-9	1
Cc1ccc2nc3n(c(=O)c2c1)CCCCC3	1.4	-6	1	10	1	0.7	0.9	0.9	4	1
CN(C)C(=O)c1c(C(F)(F)F)nn(C)c1Cl	1.1	-11	-3	23	1	1	1.2	1.1	-4	1
Cc1ccccc1OCC(O)Cn1c(NCc2ccco2)nc2c1c(=O)[nH]c(=O)n2C (stereo not given)	0.97	-6	-6	-11	1	1.1	1	1.1	-3	1.1
CCOC(=O)c1cnc2nc(C)[nH]n2c1=O	1.2	-5	3	18	1	1	0.9	1	-3	1
Cc1c(Cl)cccc1NC(=S)N1CCN(c2ncccn2)CC1	1	-3	2	-6	1	0.8	0.9	1.1	0	1
O=C(CCCOc1ccccc1)N1CCN(c2ccccc2)CC1	2	-1	-8	24	1	1	1	0.9	-3	1.1
Cc1cccc(CCN(CC(=O)NC(C)(C)C)C(=O)c2csnn2)c1	1.2	-9	-2	8	1	1	nt	nt	-3	1
CCN(CC)C(=O)CSc1nc2ccccc2o1	1.7	-2	0	1	1.1	0.9	1	1	-6	1
COc1cccc(N/C(SCc2ccccc2C)=C(/C#N)C(=O)NCc2cccs2)c1	0.86	-8	3	7	1	0.7	0.9	1	1	1
COc1cc(OC)cc(C(=O)N[C@H](C(=O)Nc2nc3ccc(S(C)(=O)=O)cc3s2)C(C)C)c1	0.99	5	6	4	1	1.1	1.2	1.2	3	0.9
Cc1ccc(C=Nc2ccc(N(C)C)cc2)o1	0.85	-12	-6	153*	0.2	0.8	0.8	0.5	76*	1.1
COC(=O)C1=C(C)N(c2ccc(Br)cc2)C(=O)/C1=C\c1ccco1	1.1	10	2	4	1	1	1	1.2	-2	1
Cc1ccc(OCc2ccc(C(=O)Nc3nc4ccccc4n3Cc3ccccc3)o2)c([N+](=O)[O-])c1	0.84	-6	0	-4	1	1	1	1	-4	1
C=CCn1cccc(C(=O)Nc2ccc(OC)cc2)c1=O	1.1	-10	-1	15	0.8	1	1	1	19	1
Cc1ccc(Nc2nnc(SCC(=O)NC3CCCc4ccccc43)s2)cc1 (stereo not given)	0.98	-29	-5	8	1	0.9	0.9	0.8	3	1
COc1cc2c(cc1NC(=O)c1cc(-c3ccncc3)nc3ccccc13)oc1ccccc12	0.99	-1	5	10	1	0.9	0.8	0.9	-5	1
CC1CCc2nc(NC(=O)CN3CCN(c4ccccc4)CC3)sc2C1 (stereo not given)	1	-19	-8	-5	1.1	0.9	0.8	0.9	-10	1.1
COc1cc(Br)c(C2C(C#N)=C(N)Oc3n[nH]c(-c4cccnc4)c32)cc1OC (stereo not given)	1.1	4	-6	-1	1.1	1	0.9	0.9	-7	1.1
CCCN1Cc2cccc(C(=O)NC(CC(=O)OCC)c3ccc(C)cc3)c2C1=O (stereo not given)	0.57	-5	-2	0	1	1.3	1	1	-3	1
CC(C)n1c(SCC(N)=O)nc2c1c(=O)[nH]c(=O)n2C	1.4	-16	-8	5	1.1	1	1.1	1.1	-8	1.1
CCCC(C)C(=O)Nc1nc(C)c(-c2csc(Nc3ccc(Cl)cc3)n2)s1 (stereo not given)	0.95	-3	11	20	1.1	0.9	0.7	0.7	-6	0.9
c1ccc(CN2C3=NCCCN3c3ccccc32)cc1	0.93	-3	5	11	0.9	1	1.1	1.1	5	1

Reformatted: results already given
structure: COc1ccc(CCN2C(=O)C3C4C=CC(C4)C3C2=O)cc1OC (stereo not given)
  NF-kB expr up: 1.2
  TNAP inh noacc: -10
  TNAP inh hi DEA: -7
  APP 5'UTR act: 12
  FLuc act counter: 1
  bIAP activator: 0.9
  PMI act: 0.9
  PMI act hi M6P: 0.9
  FLuc inhib CS: -3
  TNAP act hiacc: 1.1

structure: CC1(C)Cc2c(sc3c2c(=N)n(Cc2ccco2)c(=O)n3Cc2ccc(Cl)cc2)CO1
  NF-kB expr up: 0.51
  TNAP inh noacc: -7
  TNAP inh hi DEA: -8
  APP 5'UTR act: 20
  FLuc act counter: 1.1
  bIAP activator: 1
  PMI act: 0.9
  PMI act hi M6P: 0.9
  FLuc inhib CS: -6
  TNAP act hiacc: 1.1

structure: CCCC(=O)N(c1ccc(C(=O)O)cc1)c1nc(-c2ccccc2)c(C)s1
  NF-kB expr up: nt
  TNAP inh noacc: -4
  TNAP inh hi DEA: -5
  APP 5'UTR act: 0
  FLuc act counter: 1
  bIAP activator: 1
  PMI act: 0.9
  PMI act hi M6P: 0.9
  FLuc inhib CS: -4
  TNAP act hiacc: 1.1

structure: CCS(=O)(=O)N1CCC(C(=O)NCc2ccccn2)CC1
  NF-kB expr up: 1.1
  TNAP inh noacc: -6
  TNAP inh hi DEA: -4
  APP 5'UTR act: -2
  FLuc act counter: 1.1
  bIAP activator: 1
  PMI act: 1
  PMI act hi M6P: 1
  FLuc inhib CS: -11
  TNAP act hiacc: 1

New compounds follow
SMILES	NF-kB expr up	TNAP inh noacc	TNAP inh hi DEA	APP 5'UTR act	FLuc act counter	bIAP activator	PMI act	PMI act hi M6P	FLuc inhib CS	TNAP act hiacc
Cc1cc(C)c(-c2csc(NC(=O)c3n[nH]c(=O)c4ccccc34)n2)c(C)c1	0.78	-124	-2	6	1	0.8	0.9	1	-4	1
O=[N+]([O-])c1ccc(C2=Nc3cc(Cl)ccc3OC2)cc1	1.3	-6	-2	21	1.1	1	1	0.9	-7	1
Cc1ccc(C)c(N(CC(=O)NCc2ccc3c(c2)OCO3)C(=O)CCC(=O)Nc2ccccn2)c1	0.73	-7	0	7	1	1.1	1	1	-4	1
Cc1ccc(-c2cc(=O)c3ccc(F)cc3[nH]2)cc1	1.3	-10	-6	29	1	0.9	1.1	1.1	2	1.1
O=C(O)Cc1ccc(-n2cccc2)cc1	0.96	-11	-7	-12	1	0.7	1.3	1	-3	1.1
CNc1nccc(-c2ccc(F)cc2)c1C#N	1.1	-1	-6	-6	1	1.1	1	1	5	1.1
NC(N)=N/N=C/c1ccc(Br)cc1	1	-7	0	-28	1	0.9	1	1	-4	1
O=[N+]([O-])c1ccc(-c2ccc(/C=N/Nc3nc(N4CCCC4)nc(N4CCCC4)n3)o2)cc1	1.3	15	13	4	1.1	0.9	1	0.6	-8	0.9
CCOC(=O)c1c(C)[nH]c(C)c1C(=O)CN1C(=O)NC(CC(C)C)C1=O (stereo not given)	1.1	-2	1	-6	1	1	0.9	0.9	0	1
COCCNc1nc(-c2cc(C)n(CCc3ccc(OC)cc3)c2C)cs1	1.1	4	6	31	1	0.6	1.4	1.3	1	0.9
C/C(=N\NC(=O)c1ccc(NS(=O)(=O)c2cccs2)cc1)c1ccc(Cl)cc1	0.98	-11	-7	26	1.1	0.8	1	1	-6	1.1
Cc1cccc(NC(=O)Cn2c(=O)oc3ccccc32)c1	1.2	-3	6	6	1.1	0.9	1	1	-5	0.9
Cc1cccc(C)c1NC(=S)N/N=C1\CC2CC=CC12 (stereo not given)	1.1	-15	-6	8	1.1	1.1	1	1.1	-10	1.1
COc1ccc(N(CC(=O)NCc2ccccc2OC)S(=O)(=O)c2c(C)nn(C)c2C)cc1	1.1	-12	-8	-6	1.1	1	0.9	0.9	-5	1.1
CC1CCN(S(=O)(=O)c2cc([N+](=O)[O-])ccc2Cl)CC1	1.2	8	1	-9	1	0.8	1	0.9	-4	1
Cc1nn(-c2ccc(C(=O)O)cc2)c(C)c1Cl	1.2	-5	2	12	1	1	1	1	-1	1
COc1ccc(CCn2c(NCCCN3CCOCC3)nc3c2c(=O)[nH]c(=O)n3C)cc1	1.4	-14	-5	-14	1	0.9	0.9	0.9	-3	1
Cc1nc(NCC2CC2)c2nnn(Cc3ccccc3)c2n1	1.2	-3	1	16	1	1	0.7	0.4	-3	1
Cc1ccccc1CS(=O)(=O)Cc1ccc(C(=O)NCCCN2CCCC2=O)o1	0.87	-7	2	5	1	1	1	1	-2	1
